# Source: PubChem BioAssay (several laboratories)
# M17LAP inhibition: P. falciparum M17LAP inhibitors, primary screen, biochemical, fluorogenic H-Leu-NHMec substrate, 1536-well (AID 1619); 220,000 compounds, 0.38% hits; inhibition, % at 30 µM, or IC50 in µM where a hit was titrated; recombinant M17LAP, H-Leu-NHMec fluorogenic kinetic assay; higher % means a stronger effect;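 active means compound inhibiting the enzyme by more than half at any dose during confirmatory dose-response retesting; inconclusive means strong single-dose inhibitors picked by rank but not retested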;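 further: plate controls were full reaction with DMSO carrier for no effect and no enzyme background for full effect; strong numbers were not always called active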
# Autophagy mod: autophagy modulation, high-content screen | MEF GFP-LC3 puncta imaging; test concentration mostly 10 µM | 190,000 compounds, 0.98% hits | calls only at 10 µM (by protocol);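 active means percentage of spot-positive cells more than 3 SD above its plate mean, without a fluorescence outlier flag or 80% toxicity; inconclusive means no clear call, values can overlap the other calls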;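 further: spot-positive cell cutoff set from DMSO-treated cells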
# Yfh1-off respiration: enhancers of respiration in Yfh1-depleted yeast, dose response, Friedreich's ataxia, plus single-dose screen (AID 1465). S. cerevisiae Yfh1-off respiration, WST-1 reduction, 72 h; higher fold induction means a stronger effect. one-dose fold induction at 50 µM; EC50 in µM for titrated hits. 220,000 compounds, 0.074% hits;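 active means fold induction of absorbance versus untreated yeast above a set limit, then at least 30% activation at any dose in follow-up; inconclusive means repeats straddling the limit, or above it without dose testing; inactive means fold induction below the set limit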;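 further: activators that raise dye reduction in frataxin-depleted yeast; strong numbers were not always called active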
# CSM14.1 death rescue: protection against thapsigargin-triggered cell killing – 384-well, CSM14.1, ATP luminescence, primary screen (AID 1222); CSM14.1 thapsigargin-induced death rescue, ATP luminescence; higher % means a stronger effect; cellular ATP content (survival), % at 20 µM; hits with a dose series show EC50 in µM; 190,000 tested, under 10 active;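 active means EC50 below 50 µM in the dose-response confirmation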;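 further: death triggered by thapsigargin at about 15 µM added after 2 h compound pretreatment; cell ATP read after overnight thapsigargin exposure of roughly 18 to 22 hours; normalized against plate controls of thapsigargin alone and 5% DMSO vehicle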
# P. falciparum M1AAP: P. falciparum M1AAP inhibitors, biochemical, fluorogenic H-Leu-NHMec substrate, 1536-well (AID 1445); one-dose inhibition, % at 30 µM; IC50 in µM for titrated hits; 220,000 compounds, 0.42% hits; recombinant M1AAP, H-Leu-NHMec fluorogenic kinetic assay; higher % means a stronger effect;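 active means primary inhibition above the hit cutoff, then over 50% inhibition at one or more dose response concentrations, cut at about 23% in these data, passing the limit was not always enough; inconclusive means conflicting primary data, or primary hits not chosen for dose response; inactive means low primary inhibition, or under 50% at every dose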;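 further: plate controls were DMSO full reaction for no effect and no enzyme background for full effect; strong numbers were not always called active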
# Ins promoter up: MIN6 insulin promoter up-regulation; MIN6 insulin promoter-GFP reporter, high-content imaging; hits give high values; z-score at 5 µM; 190,000 compounds, 0.3% hits;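 active means z-score above 3 at 5 µM with at least 500 cells counted in the well; inconclusive means wells under 500 cells, flagged as cytotoxic or low count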
# Lipid droplet: hepatic lipid droplet formation modulation. 240,000 compounds, 0.4% hits. inhibition, % at 6.5 µM. AML12 mouse hepatocytes, oleate lipid droplets, BODIPY imaging;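 active means lipid droplet intensity inhibited by at least 50%, with more than 500 cells counted; inconclusive means wells with under 300 cells, treated as cytotoxic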
#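 Material: mouse AML12 hepatocyte cell line, fixed after treatment; Timing: compound with oleate, overnight; Technique: high-content imaging of BODIPY-stained droplets and DAPI nuclei; Probe or stimulus: oleate, 100 µM final; Dosing: compound at 6.5 µM only.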
# MT stabilizer: microtubule stabilization, imaging screen. HeLa tubulin immunostaining HCS, 24 h; share of cells brighter than vehicle mean+2SD. % tubulin-high responders, % at 10 µM. 200,000 compounds, 0.83% hits;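 active means plate Z-score above 3 for both tubulin-high and condensed-nucleus cell shares, with cell loss under 80%, at 10 µM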;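 further: anti alpha tubulin signal scored within the nucleus-defined area of each cell; some results filed as inactive read as strong as hits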
# Dynein transport: blocks dynein driven cargo transport along microtubules; 3617.4 mouse cells, GR-EGFP nuclear translocation imaging; test concentration mostly 20 µM; stimulated with dexamethasone, 1 µM; hits give low values; z-score, hits read low; 220,000 compounds, 0.47% hits;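 active means plate z-score of nuclear minus cytoplasmic receptor signal below a set negative limit, without overly bright fluorescence or cell loss, cut at about -3.5 in these data, passing the limit was not always enough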;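 further: z-score of nuclear minus cytoplasmic ring GR-EGFP intensity difference per well; some compounds called inactive have numbers as strong as hits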
#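 Buffer or medium: tet-free, stripped-serum medium; Also added: dexamethasone, 1.0 µM final; Technique: high-content fluorescence imaging after fixation; Times: 48 h induction, 1 h compound, 30 min dex at 37 °C; Read-out: per-cell GR-EGFP intensity, nucleus versus surrounding cytoplasmic ring, well-averaged.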
# Dynein transport cytoplasmic EGFP: second read-out of Dynein transport, no call of its own (marks repeat the call); z-score; measured here: cytoplasmic GR-EGFP intensity; hits give high values
# Dynein transport nuclear GR-EGFP: recorded beside Dynein transport, whose call it bears; z-score; measured here: nuclear GR-EGFP intensity;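 lower value marks the stronger effect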
# Dynein transport cell count: also measured in Dynein transport; calls as there; z-score; measured here: cell count per field
# Ins promoter up cell count: recorded beside Ins promoter up, whose call it bears; cell count; measured here: cytotoxicity, nuclei count;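 total cells summed across four imaged fields per well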
# Lipid droplet cells 6.5 µM: further read-out of Lipid droplet, marked with its call; cell count; measured here: cell count, cytotoxicity flag;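 cells counted across two imaged fields per well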
# MT stabilizer Hoechst-high %: recorded beside MT stabilizer, whose call it bears; % Hoechst-high responders; measured here: nuclear condensation Hoechst responders;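 share of cells brighter than vehicle mean plus two SD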
# MT stabilizer cytotoxicity %: second read-out of MT stabilizer, no call of its own (marks repeat the call); toxicity, %; measured here: cytotoxicity by cell density;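 0% = mean cell density of plate MIN control wells and 100% = no cells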
# Autophagy mod cell loss 18 h: recorded beside Autophagy mod, whose call it bears; toxicity, %; measured here: cell loss, nuclei count;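 cell loss after 18 h compound exposure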
# Starred values were filed as active, the others as inactive; i = inactive; ? = inconclusive; . = no result given.
Structure,M17LAP inhibition,Autophagy mod,Autophagy mod cell loss 18 h,Yfh1-off respiration,CSM14.1 death rescue,P. falciparum M1AAP,Ins promoter up,Ins promoter up cell count,Lipid droplet,Lipid droplet cells 6.5 µM,MT stabilizer,MT stabilizer Hoechst-high %,MT stabilizer cytotoxicity %,Dynein transport,Dynein transport cytoplasmic EGFP,Dynein transport nuclear GR-EGFP,Dynein transport cell count
CCn1nc(C(=O)OCC(=O)c2c[nH]c3ccccc23)c2ccccc2c1=O,0%,i,1,i,2.4%,-9%,-0.21,1251,.,.,5.3,2.1,4.9,1.5,0.64,1.5,-2
Cc1ccc[n+](CC(=O)/C=C2\N(C)c3ccccc3C2(C)C)c1,8%,i,-13,i,-0.2%,7%,0.25,1230,-14,612,3.0,2.2,3.5,-0.45,-0.26,0.47,-0.055
O=[N+]([O-])c1cc([N+](=O)[O-])c2cccnc2c1O,18%,.,.,?,.,3%,-0.36,1453,7,758,.,.,.,1.1,-0.25,0.4,-0.59
COc1cccc(CNCc2cccc(Br)c2)c1OC,-5%,i,1,i,-1.8%,6%,0.25,1377,-7,683,7.9,2.3,15,-0.66,-0.34,0.0055,0.34
CC(=O)c1sc(NC(=O)c2c(F)cccc2F)nc1-c1ccccc1,-2%,i,-7,i,1.4%,5%,1.8,1191,4,677,2.7,2.1,6.5,0.26,-0.16,0.19,-0.73
O=c1cc(-c2ccco2)oc2c1ccc1ccccc12,-17%,i,3,.,-3.6%,8%,0.49,830,9,816,0.6,0.0,22,-0.87,0.6,-0.34,0.69
CN(C)/C=C(/C(=O)c1ccccc1)S(=O)(=O)c1ccc(Cl)cc1,-4%,i,11,i,0.9%,2%,.,.,-5,670,2.3,2.0,6.6,-0.25,-0.28,0.02,0.092
CCN(NC(=O)C(O)(c1ccccc1)c1ccccc1)C(=O)c1ccccc1,0%,i,8,i,-0.2%,1%,.,.,33,680,3.4,1.6,7.8,0.15,-0.15,0.28,-0.15
COC(=O)c1ccc(N2C(=O)C3CC=CC(C)C3C2=O)cc1 (centres undefined),1%,i,-48,i,.,2%,1.3,1239,27,707,1.2,1.7,8.8,-0.75,-0.24,-0.3,0.37
CC(=O)C1=C(O)CC(c2ccccc2)CC1=NCCc1c(C)[nH]c2ccc(C)cc12 (centres undefined),-4%,i,1,i,-3.8%,-2%,0.13,1147,14,749,4.8,2.8,6.5,-0.39,-0.18,0.75,-0.25
CCN1CNC(=S)N(c2ccccc2OC)C1,-10%,i,0,i,-0.6%,1%,-0.07,1379,-24,470,1.8,1.9,1.9,-0.26,0.13,-0.062,0.56
CCOC(=O)C1=C(C)NC2=C(C(=O)CCC2)C1c1ccsc1 (centres undefined),-4%,i,4,i,0.3%,4%,-0.11,1221,-1,766,2.7,1.8,6.6,1.9,-0.21,0.76,0.032
Cn1c(=O)c2c(nc(CN3CCOCC3)n2CCCO)n(C)c1=O,10%,i,11,i,0.6%,4%,.,.,.,.,2.8,1.6,2.0,0.2,-0.23,0.54,0.71
O=C(N/N=C/c1cccc(OC(=O)c2ccco2)c1)c1ccc(F)cc1,-5%,i,0,i,0.0%,4%,0.16,1222,8,719,1.5,3.5,8.4,-0.65,1.3,-0.07,-0.15
COc1ccc(C(=O)N(Cc2ccccc2)Cc2cc3cc4c(cc3[nH]c2=O)OCCO4)cc1,9%,i,33,i,-1.4%,11%,1.1,1264,.,.,36*,40*,32*,1.5,-0.23,-0.47,-0.44
Cc1nnc(-c2ccccc2)c(=O)n1/N=C/c1c(O)ccc2ccccc12,2%,i,32,?,-1.3%,18%,0.05,1584,.,.,1.1,0.6,17,-0.46,-0.13,0.33,0.39
Cc1cc(Oc2nc3c(C)cccn3c(=O)c2/C=C(\C#N)S(=O)(=O)c2ccc(Cl)cc2)ccc1Cl,1%,i,0,i,7.0%,1%,-1.5,1343,-3,717,2.4,2.4,13,-0.014,-0.2,-0.11,1.1
Cc1ccc(C2=[N+]([O-])C(C)(C)N(O)C2(C)C)cc1,3%,i,-13,i,8.0%,1%,0.13,1312,10,622,1.8,2.0,4.9,0.22,-0.26,0.11,0.2
O=C(NC(Cc1c[nH]c2ccccc12)C(=O)O)c1ccc(Br)cc1 (centres undefined),31%,i,-13,i,-2.4%,2%,0.83,1583,14,620,2.3,2.0,2.6,-0.93,-0.068,-0.58,-0.16
Cc1ccc(C)n1-c1ccc(-n2cnnn2)cc1,17%,i,0,i,-2.6%,4%,-0.07,1289,17,724,1.7,0.5,22,0.3,-0.27,0.13,0.58
O=C(COC(=O)COc1ccc2ccccc2c1)NC1CCCc2ccccc21 (centres undefined),2%,i,27,i,-2.0%,1%,-0.03,1347,8,625,5.0,2.3,0.6,-0.55,-0.25,-0.11,0.36
O=C1CCCN1c1ncc(S(=O)(=O)c2ccc([N+](=O)[O-])cc2)s1,1%,i,12,i,0.0%,10%,0.19,1226,6,678,5.1,1.8,22,0.24,-0.24,0.63,-0.74
COc1cccc(CNC(=O)C2CCCN(c3nc4ccccc4o3)C2)c1 (centres undefined),4%,i,8,i,-0.5%,13%,0.25,1352,.,.,9.3,3.1,8.8,-0.29,-0.34,-0.41,0.51
CC(C)c1nc2n[nH]c(N)c2c2c1CCC2,0%,i,40,i,-1.3%,5%,.,.,6,751,9.0,1.8,16,1.9,-0.34,0.34,-0.62
CS(=O)(=O)N1CCC(C(=O)Nc2cccc(C(F)(F)F)c2)CC1,0%,i,0,i,-1.5%,-2%,0.21,1171,.,.,5.5,1.4,4.6,0.54,-0.18,0.56,-0.14
COc1ccc(NC(=O)Cc2ccc(C)cc2)c([N+](=O)[O-])c1,49%,i,4,i,1.1%,0%,-0.9,1373,-8,667,1.8,2.3,5.7,-0.84,0.64,0.3,-0.51
Cc1ccc(OCCOc2cccc(Br)c2)c([N+](=O)[O-])n1,8%,i,3,i,4.7%,-2%,-0.25,1358,1,686,2.1,4.2,3.2,-0.22,-0.29,-0.45,0.051
COc1ccccc1N1C(=O)c2ccccc2NC1C(OC)OC (centres undefined),-14%,i,-5,i,-3.9%,6%,.,.,-4,781,2.3,1.7,2.6,0.16,-0.23,0.42,0.26
S=C(NCCN1CCOCC1)Nc1cccc2ccccc12,6%,i,9,i,-3.0%,1%,0.45,1289,4,658,1.5,1.5,5.1,0.27,0.43,1.1,-1.9
Cc1oc(C(C)(C)C)cc1-c1cc(NC(=O)c2ccc([N+](=O)[O-])cc2)n[nH]1,-2%,.,.,i,.,-7%,0.22,1377,14,708,.,.,.,0.29,-0.15,0.16,-1.2
CCOC(=O)C(O)(CC(=O)Nc1cc(F)ccc1C)C(F)(F)F (centres undefined),22%,i,-11,i,-1.6%,1%,.,.,-6,705,5.3,2.9,3.0,0.25,-0.25,0.0086,0.28
O=C(O)c1sccc1SCc1ccc(Cl)cc1Cl,48%,i,-6,.,0.4%,-1%,.,.,.,.,1.4,2.4,7.1,-0.14,-0.22,-0.54,0.81
Cn1cnnc1SCC(=O)Nc1cccc(S(=O)(=O)N2CCOCC2)c1,-6%,i,9,i,-1.8%,1%,.,.,2,727,2.7,2.4,10,2.2,-0.24,1,-1
Cc1ccc(N(Cc2ccco2)C(=O)c2cccc(S(=O)(=O)N(C)C)c2)cc1,4%,i,-9,i,-0.3%,0%,-0.26,1447,-1,743,2.8,2.3,8.9,0.15,-0.22,0.43,0.12
Cc1ccc(NC(=S)NNC(=O)CCn2cc(C)cn2)cc1,3%,i,9,i,-1.7%,-4%,0.1,1491,.,.,2.8,1.9,3.5,-0.22,-0.19,0.51,0.052
Cc1cc(NC(=O)CSc2ncn(-c3ccccc3)n2)no1,3%,i,-1,i,-0.3%,8%,-0.78,1670,.,.,2.0,1.1,8.9,-0.46,-0.18,-0.37,0.63
CC(C)CNc1nc(N)c([N+](=O)[O-])c(NCC2CCCO2)n1 (centres undefined),32%,i,-6,i,3.0%,19%,-0.22,1353,2,597,4.9,7.2,4.4,-0.12,0.24,-0.22,0.72
COc1ccccc1-c1coc2cc(OC(=O)N3CCOCC3)ccc2c1=O,-8%,.,.,i,.,-2%,-0.24,1007,0,734,.,.,.,-0.46,-0.051,-0.24,0.82
O=C(O)COc1ccc(S(=O)(=O)c2ccc(OCC(=O)O)cc2)cc1,-6%,i,1,.,6.8%,-3%,.,.,2,774,4.6,2.7,6.0,-0.11,-0.33,0.29,-0.072

# Random draw from the library. About 3.5% of those tested had a hit in this group.
